Screening data as filed in PubChem BioAssay.
Tat transport: E. coli Tat export inhibitors, primary screen, MC4100, TorA-mCherry reporter, fluorescence, single point; inhibition, % at 10 µM; 0.036% of 340,000 active; AID 488895, 2010;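 active = mean replicate inhibition at least 50% and at least half of replicates individually reaching 50%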;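 also: exported cargo escapes ClpAP degradation while cytoplasmic cargo is degraded and loses fluorescence; 0% = median of neutral control wells and 100% = median of NaSCN control wells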
CAL PDZ FP-1: untagged CAL PDZ binding inhibitors, primary screen, biochemical, fluorescence polarization, HTS. Golgi-associated PDZ and coiled-coil motif-containing protein (Homo sapiens), Q9HD26. purified CAL PDZ, TMR-peptide fluorescence polarization, 1 h. inhibition, % at 24.9 µM. 0.92% of 300,000 active. AID 602252, 2012;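 active = mean inhibition of at least 30% with at least half of replicates also reaching 30%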;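 also: 0% = DMSO neutral control and 100% = excess unlabeled competitor peptide PRC23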
SR-BI DiI inh: inhibitors of SR-BI mediated HDL lipid uptake, primary screen, ldlA[mSR-BI] cells, fluorescence, single point; Scavenger receptor class B member 1 (Mus musculus), Q61009; inhibition, % at 12.5 µM; 0.96% of 320,000 active; ldlA[mSR-BI] CHO cells, DiI-HDL uptake fluorescence, 3 h;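 active = mean replicate inhibition of at least 70% and a set share of replicates each scoring 70 or more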;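 also: 0% = median of neutral control wells and 100% = median of positive control wells; values of inactives mirror those of a sister screen read the other way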
Target sequence (Q61009 whole entry, looked up): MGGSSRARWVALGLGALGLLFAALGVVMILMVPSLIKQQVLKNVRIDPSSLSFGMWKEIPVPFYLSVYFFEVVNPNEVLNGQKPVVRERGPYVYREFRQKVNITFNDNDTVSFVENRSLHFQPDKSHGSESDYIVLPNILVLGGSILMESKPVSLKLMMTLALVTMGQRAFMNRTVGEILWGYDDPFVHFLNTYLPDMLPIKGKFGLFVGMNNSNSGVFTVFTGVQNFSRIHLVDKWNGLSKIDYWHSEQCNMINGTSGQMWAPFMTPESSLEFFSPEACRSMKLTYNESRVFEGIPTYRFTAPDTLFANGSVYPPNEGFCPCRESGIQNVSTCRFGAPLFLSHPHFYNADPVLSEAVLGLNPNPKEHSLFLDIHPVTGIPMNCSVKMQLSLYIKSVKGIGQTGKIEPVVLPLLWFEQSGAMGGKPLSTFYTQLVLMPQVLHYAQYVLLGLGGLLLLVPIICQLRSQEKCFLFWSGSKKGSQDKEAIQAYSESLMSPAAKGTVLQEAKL
AddAB inh: growth inhibition of E. coli expressing H. pylori AddAB, primary screen, AddAB inhibitor project, absorbance | inhibition, % at 11.9 µM | AID 435030, 2010 | 0.29% of 330,000 active; in the data active = inhibition above about 12%;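 also: 0% = vehicle wells of infected cells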
MITF act: activators of MITF-driven TRPM1 promoter reporter, primary screen, cell-based, SK-MEL-5, luciferase, single point. SK-MEL-5 TRPM1-promoter luciferase, 24 h; % of positive control, neutral wells = 0. activation, % at 12.5 µM. 0.75% of 300,000 active;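 active = mean activation of at least 80% with every replicate also reaching 80%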;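 also: 0% = neutral control wells and 100% = parthenolide positive control wells; values of inactives mirror those of a sister screen read the other way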
phage Ecoli inh: growth loss of phage-infected E. coli, primary screen, RecBCD inhibitor project, absorbance, with phage, HTS; inhibition, % at 11.9 µM; 0.26% of 360,000 active; in the data active = inhibition above about 11%
E coli growth: E. coli V3065 growth inhibition, primary screen, counter-screen for AddAB inhibitor project, absorbance, OD600. 0.27% of 330,000 active. 18 h. inhibition, % at 11.9 µM. AID 449728, 2010;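 active = inhibition above the campaign's mean inhibition across all tested compounds plus 3 SD, cut at about 9.9% in these data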;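 also: uninfected addAB+ strain grown without phage in ampicillin broth; 0% = DMSO wells and 100% = ciprofloxacin 0.95 µg/ml wells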
SR-BI uptake up: activators of SR-BI mediated DiI-HDL uptake, primary screen, ldlA[mSR-BI] CHO cells, DiI fluorescence | 0.096% of 320,000 active | activation, % at 12.5 µM | 3 h; 100 = double the neutral-control signal | AID 504775, 2011;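 active = mean replicate activation of at least 60% and every replicate at or above 60%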;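 also: 0% = median plate neutral-control signal and 100% = twice that signal; values of inactives mirror those of a sister screen read the other way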
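Test system: SR-BI-overexpressing, LDLR-lacking CHO cells. Measured by: DiI fluorescence, bottom read. Medium: Ham's F12 with 0.5% BSA, HEPES 25 mM, pH 7.4. Timing: 3 h uptake period with compound, 37 °C.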
Wnt bcat act: Wnt/beta-catenin pathway activators, primary screen, cell-based, plate reader, single point; AID 743398, 2014; 1.2% of 300,000 active; activation, % at 9.35 µM; Wnt/beta-catenin reporter cell assay, activator; in the data active = activation above about 30%, passing the limit was not always enough;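 also: 0% = neutral control wells and 100% = positive control wells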
CAL PDZ FP-2: CAL PDZ peptide-binding inhibitors, primary screen, biochemical, fluorescence polarization, Cer-tagged CAL PDZ, HTS. purified CAL PDZ, TMR-peptide fluorescence polarization, 1 h. Golgi-associated PDZ and coiled-coil motif-containing protein (Homo sapiens), Q9HD26. AID 504414, 2011. inhibition, % at 20 µM. 0.02% of 330,000 active;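 active = highest replicate inhibition of at least 40%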;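 also: plate controls were DMSO neutral control wells for no effect and unlabeled competitor peptide control wells for full effect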
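System: purified tagged CAL PDZ domain construct (CerCALP). Schedule: 1 h incubation at room temperature before polarization reading. Medium: 25 mM sodium phosphate pH 7.4, 150 mM NaCl, TCEP, IgG, Thesit. Read-out: percent inhibition from loss of millipolarization. Measured by: FP readout, S and P plane fluorescence. Probe or stimulus: fluorescent TMR peptide probe.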
Numbers without * were called inactive.

What do the screens show for `COc1cc([N+](=O)[O-])ccc1N`?
Tat transport: 6.8; CAL PDZ FP-1: -1.2; SR-BI DiI inh: -16.5; AddAB inh: -0.8; MITF act: 14.5; phage Ecoli inh: 1.0; E coli growth: 0.4; SR-BI uptake up: 16.5; Wnt bcat act: -0.1; CAL PDZ FP-2: -0.5

Results for CCOC(=O)CSc1nnc(-c2cccc(Cl)c2)n1CC ?
Tat transport: -6.2; CAL PDZ FP-1: 0.1; SR-BI DiI inh: -12.4; AddAB inh: 1.1; phage Ecoli inh: 2.2; E coli growth: 0.6; SR-BI uptake up: 12.4; Wnt bcat act: -1.1; CAL PDZ FP-2: -2.0

How did COc1cc(/C=C(\C#N)C(=O)NCC2CCCO2)ccc1OCCC(C)C (centres undefined) do in these assays?
Tat transport: 2.6; CAL PDZ FP-1: -1.1; SR-BI DiI inh: -12.0; AddAB inh: 1.5; phage Ecoli inh: 3.7; E coli growth: -0.5; SR-BI uptake up: 12.0; Wnt bcat act: 0.4; CAL PDZ FP-2: -1.3

How did CC1(C)CC(=O)C2=C(C1)OC(/N=C/N1CCOCC1)=C(C#N)C2c1ccccc1 (centres undefined) do in these assays?
Tat transport: 2.2; CAL PDZ FP-1: -4.7; SR-BI DiI inh: 5.6; AddAB inh: 3.3; MITF act: 1.7; phage Ecoli inh: 2.7; E coli growth: -0.4; SR-BI uptake up: -5.6; CAL PDZ FP-2: -1.4

Results for Cc1cccn2c(=O)c(/C=C(\C#N)S(=O)(=O)c3ccccc3)c(Oc3ccc(Cl)cc3)nc12 ?
Tat transport: -4.3; CAL PDZ FP-1: 1.8; SR-BI DiI inh: -4.9; AddAB inh: -0.3; MITF act: -36.8; phage Ecoli inh: 2.2; E coli growth: 3.5; SR-BI uptake up: 4.9; Wnt bcat act: -5.8; CAL PDZ FP-2: -0.9

Results for Cc1ccc(C2=NS(=O)(=O)N(C)C(C(=O)NCc3cccs3)=C2)cc1 ?
Tat transport: 2.0; SR-BI DiI inh: -6.2; AddAB inh: 2.0; phage Ecoli inh: 3.3; E coli growth: -0.4; SR-BI uptake up: 6.2; Wnt bcat act: -3.0; CAL PDZ FP-2: -1.0

What do the screens show for `CC1(C)CC(n2c(=S)[nH]c3ccccc3c2=O)CCO1` (centres undefined)?
Tat transport: 3.5; CAL PDZ FP-1: 2.3; SR-BI DiI inh: -15.9; AddAB inh: 5.6; MITF act: 13.0; phage Ecoli inh: 1.4; E coli growth: 2.7; SR-BI uptake up: 15.9; CAL PDZ FP-2: 1.9

What do the screens show for `COc1ccc(S(=O)(=O)N2CCCC2)cc1C(=O)O`?
Tat transport: -3.3; CAL PDZ FP-1: 1.3; SR-BI DiI inh: 5.0; AddAB inh: 4.8; MITF act: -8.6; phage Ecoli inh: 1.5; E coli growth: 0.9; SR-BI uptake up: -5.0; Wnt bcat act: -2.1; CAL PDZ FP-2: 0.6

What do the screens show for `N=c1n(CCO)c2ccccc2n1CCOc1ccccc1`?
Tat transport: 16.1; CAL PDZ FP-1: 3.8; SR-BI DiI inh: -5.3; AddAB inh: 1.6; MITF act: 2.2; phage Ecoli inh: 2.4; E coli growth: 1.3; SR-BI uptake up: 5.3; Wnt bcat act: 0.9

How did Cn1c(SCC(=O)Nc2nccs2)nnc1-c1ccco1 do in these assays?
Tat transport: -0.6; CAL PDZ FP-1: -1.6; SR-BI DiI inh: -16.7; AddAB inh: 4.1; MITF act: 3.0; phage Ecoli inh: 2.1; E coli growth: -0.4; SR-BI uptake up: 16.7; CAL PDZ FP-2: -0.1

How did O=C(Cc1cc(=O)[nH]c(=O)[nH]1)NCCN1CCOCC1 do in these assays?
Tat transport: 0.5; SR-BI DiI inh: -32.2; AddAB inh: 0.6; phage Ecoli inh: 1.6; E coli growth: 0.9; SR-BI uptake up: 32.2; Wnt bcat act: 3.2; CAL PDZ FP-2: 0.1

What do the screens show for `COC(=O)Cc1[nH]nc2c1C(c1cccc(OC)c1OC)C(C#N)=C(N)O2` (centres undefined)?
Tat transport: -5.6; CAL PDZ FP-1: -3.1; SR-BI DiI inh: -14.6; AddAB inh: -0.9; phage Ecoli inh: 2.6; E coli growth: 0.6; SR-BI uptake up: 14.6; CAL PDZ FP-2: -2.4

Results for CCN1CCN(C(c2ccccc2F)c2nnnn2Cc2ccc3c(c2)OCO3)CC1 (centres undefined) ?
Tat transport: 1.8; CAL PDZ FP-1: -2.3; SR-BI DiI inh: -11.8; AddAB inh: -0.2; MITF act: 9.1; phage Ecoli inh: 0.4; E coli growth: -1.4; SR-BI uptake up: 11.8; CAL PDZ FP-2: -2.4

What do the screens show for `O=C(O)[C@@H]1Cc2c([nH]c3ccccc23)C2CCC(=O)N21` (some centres undefined)?
Tat transport: 8.1; CAL PDZ FP-1: -0.6; SR-BI DiI inh: -8.1; AddAB inh: -0.5; MITF act: -13.2; phage Ecoli inh: 0.6; E coli growth: -2.5; SR-BI uptake up: 8.1; Wnt bcat act: 2.2; CAL PDZ FP-2: -0.3

Results for O=C1CCC(C(=O)Nc2nnc(C3CC3)s2)=NN1 ?
Tat transport: -3.8; SR-BI DiI inh: -0.5; AddAB inh: -0.8; MITF act: 0.3; phage Ecoli inh: 2.5; E coli growth: 0.2; SR-BI uptake up: 0.5; Wnt bcat act: -2.0; CAL PDZ FP-2: 0.2

What do the screens show for `O=C(CCSc1ccccc1)N1CCOCC1`?
Tat transport: 0.8; CAL PDZ FP-1: 1.0; SR-BI DiI inh: -13.3; AddAB inh: 1.3; MITF act: 78.3; phage Ecoli inh: 3.7; E coli growth: 0.6; SR-BI uptake up: 13.3; CAL PDZ FP-2: -2.3

What do the screens show for `CCOC(=O)c1c(NC(=O)CSc2cccc[n+]2[O-])sc(C(=O)Nc2ccccc2)c1C`?
Tat transport: -6.1; SR-BI DiI inh: 35.7; AddAB inh: -1.0; MITF act: 72.9; phage Ecoli inh: 3.2; E coli growth: -3.6; SR-BI uptake up: -35.7; Wnt bcat act: 16.2; CAL PDZ FP-2: 0.2

What do the screens show for `CCOC(=O)C1Oc2ccccc2C(C(=O)OC)=C1C(=O)OC` (centres undefined)?
Tat transport: -10.1; CAL PDZ FP-1: 1.3; SR-BI DiI inh: 13.2; AddAB inh: 2.7; MITF act: -4.9; E coli growth: 2.5; SR-BI uptake up: -13.2; CAL PDZ FP-2: 0.9

How did CCCCCCC1/C(=N\NC(=O)c2ccccc2)CCC1C(=O)OC (centres undefined) do in these assays?
Tat transport: -13.2; CAL PDZ FP-1: -3.5; AddAB inh: -2.1; MITF act: 9.6; phage Ecoli inh: 0.2; E coli growth: 1.6; Wnt bcat act: 2.3; CAL PDZ FP-2: -2.2

What do the screens show for `Cc1cccc(Oc2nc(-c3cccc([N+](=O)[O-])c3)nc3ccccc23)c1C`?
Tat transport: -4.6; CAL PDZ FP-1: 0.3; SR-BI DiI inh: 20.9; AddAB inh: 1.8; phage Ecoli inh: -0.8; E coli growth: 0.9; SR-BI uptake up: -20.9; Wnt bcat act: 2.4; CAL PDZ FP-2: -0.8

Results for CCCCCOC(=O)c1ccc(NC(=O)c2ccco2)cc1 ?
Tat transport: 20.5; CAL PDZ FP-1: 0.0; SR-BI DiI inh: 15.0; AddAB inh: 4.3; phage Ecoli inh: 0.1; E coli growth: 1.8; SR-BI uptake up: -15.0; Wnt bcat act: 4.9; CAL PDZ FP-2: -1.2

Results for COC(=O)CNC(=O)COC(=O)Cc1ccc(Cl)cc1 ?
Tat transport: -1.3; SR-BI DiI inh: -6.3; AddAB inh: 0.8; MITF act: -10.2; phage Ecoli inh: 2.4; E coli growth: 3.1; SR-BI uptake up: 6.3; Wnt bcat act: -0.4; CAL PDZ FP-2: -0.9

How did O=C(OCc1ccccc1)c1ccc(Br)o1 do in these assays?
Tat transport: -7.7; CAL PDZ FP-1: 0.3; SR-BI DiI inh: -11.9; AddAB inh: -0.4; MITF act: -0.1; phage Ecoli inh: 3.6; E coli growth: -0.2; SR-BI uptake up: 11.9; CAL PDZ FP-2: 0.5

What do the screens show for `Cc1ccc(CC(=O)NCc2ccc(F)cc2)cc1`?
Tat transport: 1.3; CAL PDZ FP-1: -0.9; SR-BI DiI inh: 3.1; AddAB inh: 2.2; MITF act: -7.1; phage Ecoli inh: 5.2; E coli growth: -0.7; SR-BI uptake up: -3.1; Wnt bcat act: -9.5; CAL PDZ FP-2: -1.6

How did COc1ccc(CCN(C)CC(=O)Nc2ccc(F)c(Cl)c2)cc1OC do in these assays?
Tat transport: 1.3; CAL PDZ FP-1: 5.7; SR-BI DiI inh: 15.4; AddAB inh: 1.2; MITF act: 12.9; phage Ecoli inh: -0.3; E coli growth: 0.4; SR-BI uptake up: -15.4; Wnt bcat act: -2.6; CAL PDZ FP-2: -2.7

How did CCOC(=O)C(C)Oc1nc(Oc2ccccc2)nc(N(C)C)n1 (centres undefined) do in these assays?
Tat transport: 2.4; CAL PDZ FP-1: 1.9; SR-BI DiI inh: 3.8; AddAB inh: -0.2; MITF act: -9.2; phage Ecoli inh: 2.2; E coli growth: 2.1; SR-BI uptake up: -3.8; Wnt bcat act: 1.8

What do the screens show for `C=CCn1c2ccccc2c(=O)c2cc(C#CC[C@@H](C)O)ccc21`?
Tat transport: 3.1; CAL PDZ FP-1: -5.6; SR-BI DiI inh: 57.2; AddAB inh: 1.9; MITF act: 94.2*; phage Ecoli inh: 2.7; E coli growth: 0.6; SR-BI uptake up: -57.2; Wnt bcat act: 36.1*; CAL PDZ FP-2: -3.9

What do the screens show for `O=C(NC1CCCCC1)c1cc(S(=O)(=O)N2CCCC2)ccc1Cl`?
Tat transport: -7.7; CAL PDZ FP-1: 2.8; SR-BI DiI inh: -9.2; AddAB inh: 3.2; MITF act: -14.3; phage Ecoli inh: 1.6; E coli growth: -0.4; SR-BI uptake up: 9.2; Wnt bcat act: -2.7; CAL PDZ FP-2: -2.5

How did CCCc1nc2oc3ccccc3c(=O)c2c(=O)n1-c1ccccc1 do in these assays?
AddAB inh: 1.3; phage Ecoli inh: 2.7; E coli growth: 3.5; Wnt bcat act: 15.2

2 successive entries already listed, for reference:
What do the screens show for `CCOC(=O)c1c(NC(=O)CSc2cccc[n+]2[O-])sc(C(=O)Nc2ccccc2)c1C`?
Tat transport: -6.1; SR-BI DiI inh: 35.7; AddAB inh: -1.0; MITF act: 72.9; phage Ecoli inh: 3.2; E coli growth: -3.6; SR-BI uptake up: -35.7; Wnt bcat act: 16.2; CAL PDZ FP-2: 0.2

What do the screens show for `CCOC(=O)C1Oc2ccccc2C(C(=O)OC)=C1C(=O)OC` (centres undefined)?
Tat transport: -10.1; CAL PDZ FP-1: 1.3; SR-BI DiI inh: 13.2; AddAB inh: 2.7; MITF act: -4.9; E coli growth: 2.5; SR-BI uptake up: -13.2; CAL PDZ FP-2: 0.9
